NPC1 promoter act = qHTS Assay for NPC1 Promoter Activators | hit rate 2.4% among 320,000 | Potency, µM (series often up to 9.22 µM), inactives show top-dose activation, most hits filed as activators | Huh7 NPC1 promoter luciferase reporter, 24 h;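 also: potency is read from the fitted curve at half-maximal effect; % of control where 0% means no effect; nearly all actives have a fitted effect of over 60% in size; reporter is driven by a mutant NPC1 promoter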
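Stably transfected Huh7 (NPC1 promoter→luciferase), 1500 cells/well in Opti-MEM + 10% FBS, 2 h settle, then compound 24 h at 37 °C. Luminescence after 10 min with Amplite reagent.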
PKM2 act = qHTS Assay for Activators of Human Muscle isoform 2 Pyruvate Kinase; Pyruvate kinase PKM (Homo sapiens), P14618; purified PKM2, Kinase-Glo ATP luminescence, activation; response scale: 0% is enzyme alone, no compound; AID 1631, 2009; hit rate 0.34% among 260,000; Potency, µM (doses to about 57.5 µM), for the others: at the highest dose activation, actives largely listed as activators; also: potency is read from the fitted curve at half-maximal effect; % is scaled to controls: 0 for no effect and ±100 for the full control effect; nearly all actives have a fitted effect of over 55% in size
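ATP formation by purified human PK-M2, quantified via coupled luciferase luminescence after 1 h at room temperature with 0.1 mM ADP and 0.5 mM PEP final.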
Menin-MLL TR inh = qHTS Assay for Inhibitors Targeting the Menin-MLL Interaction in MLL Related Leukemias: Competition With Texas Red Labeled MLL-derived Mutant Peptide; O00255; Menin + Texas Red MLL mutant peptide, fluorescence polarization; Potency, µM (titrated, usually from 61.6 µM), inactives show at the highest dose FP activity change, negative = inhibition, most hits filed as inhibitors; hit rate 0.23% among 270,000; AID 1768, 2009; active = well fitted inhibition curve with a large enough effect in the polarisation, with a control signal flat, not every such curve was filed as active; inconclusive = small, poorly fitted or top-dose-only effect, or effect the other way, or a change in a side signal; inactive = no such curve, though single readings can be large or run the other way; the % refers to the polarisation; also: potency is read from the fitted curve at half-maximal effect; % of control where 0% means no effect; many of its hits are not listed in these tables
Target sequence (O00255 whole entry, looked up): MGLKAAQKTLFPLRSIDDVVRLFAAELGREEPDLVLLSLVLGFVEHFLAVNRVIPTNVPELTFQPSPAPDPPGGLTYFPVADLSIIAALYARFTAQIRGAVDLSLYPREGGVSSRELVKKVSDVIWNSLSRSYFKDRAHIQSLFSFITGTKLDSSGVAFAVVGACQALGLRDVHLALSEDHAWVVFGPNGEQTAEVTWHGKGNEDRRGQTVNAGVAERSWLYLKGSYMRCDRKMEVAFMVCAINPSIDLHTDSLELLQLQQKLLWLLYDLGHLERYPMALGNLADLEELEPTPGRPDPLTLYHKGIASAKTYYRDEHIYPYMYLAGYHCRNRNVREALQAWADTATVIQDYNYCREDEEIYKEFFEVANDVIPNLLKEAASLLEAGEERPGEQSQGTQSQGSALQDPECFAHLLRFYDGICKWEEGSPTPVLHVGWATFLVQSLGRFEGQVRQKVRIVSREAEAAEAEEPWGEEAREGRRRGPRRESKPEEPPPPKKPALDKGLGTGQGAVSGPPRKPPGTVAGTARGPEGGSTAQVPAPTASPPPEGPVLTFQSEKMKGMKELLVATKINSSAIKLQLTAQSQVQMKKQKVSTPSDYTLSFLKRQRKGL
p53 reactivator = qHTS assay for re-activators of p53 using a Luc reporter. hit rate 0.063% among 320,000. Potency, µM (titrated, usually from 92.2 µM), for inactives: at the top dose activity change, positive = activation, usual class: activators. H1299 p53-A138V BP100-luciferase reporter, luminescence, 24 h; also: potency is read from the fitted curve at half-maximal effect; % of control where 0% means no effect; nearly all actives have a fitted effect of over 45% in size
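H1299 (p53-null), stable ts p53-A138V + BP100-Luc; 1000 cells/well, Opti-MEM/10% FBS; cpd 4 pt, 1:5; 24 h, 37 deg C, 5% CO2; detection reagent 10 min RT; luminescence.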
BRCA1 expr act = qHTS Assay to Identify Small Molecule Activators of BRCA1 Expression; Potency, µM (highest dose often 46.1 µM), without a hit: at the top dose activation, usual class: activators; AID 624202, 2012; MCF7-BRCA1-FFLuc reporter, luminescence, 48 h; response scale: scaled: vehicle 0%, 10 µM genistein 100%; hit rate 1.1% among 380,000; also: potency is read from the fitted curve at half-maximal effect; nearly all actives have a fitted effect of over 80% in size; some results filed as inactive show a strong effect at the top dose
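Reporter cells (MCF7, BRCA1 promoter-firefly luciferase) received library compounds across a concentration series for 48 h. End-point luminescence was measured and concentration-effect curves derived after normalization.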
RORgamma inh = qHTS for inhibitors of ROR gamma transcriptional activity; hit rate 5.4% among 310,000; Nuclear receptor ROR-gamma (Mus musculus), P51450; Drosophila S2 Gal4-RORgamma UAS-luciferase reporter, 20 h; AID 2551, 2010; Potency, µM (titrated, usually from 53.6 µM), inactives show top-dose activity change, negative = inhibition, usual class: inhibitors; also: potency is read from the fitted curve at half-maximal effect; % is scaled to controls: 0 for no effect and ±100 for the full control effect; nearly all actives have a fitted effect of over 60% in size
Target sequence (P51450 whole entry, looked up, the tested form may be a part): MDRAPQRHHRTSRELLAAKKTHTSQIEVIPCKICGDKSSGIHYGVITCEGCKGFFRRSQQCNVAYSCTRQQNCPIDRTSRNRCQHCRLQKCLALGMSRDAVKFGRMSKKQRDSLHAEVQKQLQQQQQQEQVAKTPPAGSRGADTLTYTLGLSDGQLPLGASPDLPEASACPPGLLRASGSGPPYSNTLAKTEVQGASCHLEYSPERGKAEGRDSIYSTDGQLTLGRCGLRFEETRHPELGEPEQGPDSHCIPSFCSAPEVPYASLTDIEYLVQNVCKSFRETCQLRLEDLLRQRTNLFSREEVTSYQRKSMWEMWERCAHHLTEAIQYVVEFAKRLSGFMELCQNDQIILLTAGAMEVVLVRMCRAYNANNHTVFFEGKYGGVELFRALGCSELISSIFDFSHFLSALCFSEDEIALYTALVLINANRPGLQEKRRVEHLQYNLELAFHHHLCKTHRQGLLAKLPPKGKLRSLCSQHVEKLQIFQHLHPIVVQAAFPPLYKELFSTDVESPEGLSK
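Schneider cells (Drosophila), stable Gal4 DBD–ROR gamma + UAS-luc; 1 hr cmpd preincubation; Cu2+ induction 700 uM final; 20 hr ambient; luminescence.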
ELG1 genotoxic = qHTS screen for small molecules that induce genotoxicity in human embryonic kidney (HEK293T) cells expressing luciferase-tagged ELG1. Potency, µM (series often up to 46 µM), for inactives: at the top dose activity change, positive = activation, hits mostly activators. HEK293T ELG1-luciferase reporter, luminescence, 16 h. hit rate 1.3% among 330,000; also: potency is read from the fitted curve at half-maximal effect; % of control where 0% means no effect; nearly all actives have a fitted effect of over 60% in size
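Genotoxic stress is detected as increased luminescence from luciferase-tagged ELG1 in HEK293T cells, measured with ONE-Glo after a 16 hr treatment at 37 °C.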
FLuc counter = qHTS profiling assay for firefly luciferase inhibitor/activator using purifed enzyme and Km concentrations of substrates (counterscreen for miR-21 project); purified FLuc, Km substrates, luminescence inhibition; Luciferin 4-monooxygenase (Photinus pyralis), P08659; hit rate 6.9% among 360,000; AID 588342, 2011; Potency, µM (highest dose often 57.5 µM), for the others: top-dose activity change, negative = inhibition, usual class: inhibitors;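 also: potency is read from the fitted curve at half-maximal effect; plate controls were vehicle for no effect and reference inhibitor for full effect; nearly all actives have a fitted effect of over 55% in size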
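Purified P. pyralis luciferase (10nM final) with 10uM D-luciferin and 10uM ATP (Km levels) in 50mM Tris acetate pH 7.5, 10mM Mg acetate, 0.01% Tween-20, 0.05% BSA; qHTS 6-point titration, ~60 µM downward; luminescence read.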
Gal4-VP16 FLuc = VP16 counterscreen qHTS for inhibitors of ROR gamma transcriptional activity; hit rate 3.5% among 310,000; Drosophila S2 Gal4-VP16 UAS-luciferase, luminescence, 20 h; Potency, µM (doses to about 53.6 µM), for the others: at the highest dose activity, negative = inhibition, usual class: inhibitors; AID 2546, 2010;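 also: Gal4-VP16 expression switched on by copper sulfate through the metallothionein promoter; potency is read from the fitted curve at half-maximal effect; % is scaled to controls: 0 for no effect and ±100 for the full control effect; nearly all actives have a fitted effect of over 50% in size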
Rab9 promoter act = qHTS Assay for Rab9 Promoter Activators. Huh7 Rab9 promoter-luciferase reporter, luminescence, 24 h. Potency, µM (top dose mostly 9.22 µM), inactives show top-dose activation, negative = inhibition, actives largely listed as activators. hit rate 2.8% among 320,000; also: potency is read from the fitted curve at half-maximal effect; % of control where 0% means no effect; nearly all actives have a fitted effect of over 60% in size
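Steps: seed 1500 Huh7 Rab9-luc cells per well, rest 2 h at 37 °C; add compound in DMSO; incubate 24 h; add luciferase reagent, 10 min ambient; read luminescence.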
Giardia kill = Small Molecules that selectively kill Giardia lamblia: qHTS; Giardia lamblia trophozoite viability; AID 540267, 2011; activity change, % at 7.66 µM, hits read low; hit rate 0.15% among 340,000; in the data active = activity change below about -80%; inconclusive = between about -30% and that limit;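 also: parasites exposed to compound for two days anaerobically before the ATP read; % is scaled to controls: 0 for no effect and ±100 for the full control effect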
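Media and compound were dispensed first, then trophozoites at 100 cells/well; plates sat 48 hrs at 37 deg C without oxygen before ATP luminescence reagent was added and read after 15-30 min at room temperature.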
* = called active by the depositor; ? = inconclusive; nt = not tested or not shown; [ ] = remark or other dose. Unless noted, calls follow the shape of the dose curve; as a rule, active = well fitted curve in the direction sought with a large enough effect; inconclusive = small, poorly fitted or top-dose-only effect, or another doubt; inactive = no such curve, though single readings can be large; an effect the other way counts as inactive or inconclusive. Only part of the results is shown (hit frequency here may not be typical).

Order of results – NPC1 promoter act, PKM2 act, Menin-MLL TR inh, p53 reactivator, BRCA1 expr act, RORgamma inh, ELG1 genotoxic, FLuc counter, Gal4-VP16 FLuc, Rab9 promoter act, Giardia kill
C[C@H](N=C1NS(=O)(=O)c2ccccc21)C(=O)OCc1cc([N+](=O)[O-])cc2c1OCOC2
  -3%, 11%, nt, -3%, -9%, 7%, -2%, ?, -2%, 0%, -9
COc1cccc(NC(=O)CCN2C(=O)C3CC=CCC3C2=O)c1 (configuration not stated)
  26%, 1%, nt, 19%, 93%, -1%, ?, ?, -9%, 26%, -4
COc1cc(/C=N\n2cnnc2)ccc1OCC(=O)Nc1ccc(C)cc1
  -3%, 2%, -6%, -4%, -26%, 17%, 1%, 4%, -7%, 3%, -8
C=CCOc1cccc(/C=N/NC(=O)CN(c2cc(Cl)ccc2OC)S(=O)(=O)c2ccc(C)c([N+](=O)[O-])c2)c1
  9%, 0%, -7%, 3%, -19%, 13%, -3%, 3%, -1%, 3%, -22
CCOC(=O)C1=C(C)N(CCCC(=O)O)C(=O)NC1c1ccc(Cl)cc1Cl (configuration not stated)
  3%, 2%, 4%, nt, 5%, -8%, 3%, -2%, 5%, 4%, 14
CC(C)(C)c1ccc(/C=C2\SC(=O)N(CCNC(=O)c3cccc(S(=O)(=O)N4CCOCC4)c3)C2=O)cc1
  0.71µM*, -15%, -2%, ?, -36%, ?, ?, 0.54µM*, 2µM*, 0.89µM*, 0
CCCCCCCCn1c2c(c(=N)c3ccccc31)CCC2
  -4%, -2%, 6%, -2%, -98%[inhibitor], 0%, 1%, -1%, -7%, -3%, -17
C#CCOc1c(Br)cc(/C=C2/C(=O)ON=C2C)cc1OCC
  -1%, nt, ?, 0%, 1%, -3%, -2%, -19%, ?, -5%, -3
C/C(=N\NC(=O)c1nc2ccccn2c1C)c1ccco1
  ?, -4%, 4%, 25%, ?, -12%, ?, ?, 8%, 2.5µM*, -1
CCCCCCOc1ccc(N2C(=O)CC(N3CCN(C(=O)c4ccco4)CC3)C2=O)cc1 (configuration not stated)
  -2%, -6%, -16%, -14%, 2%, 13%, 10%, -2%, ?, -1%, -22
COC(=O)N/N=C(\C)c1ccc(C)c([N+](=O)[O-])c1
  0%, -4%, -6%, 18%, 46%, 42%, 7%, ?, 4%, 0%, 1
COc1ccccc1NC(=O)CN(Cc1ccco1)C(=O)c1cncc(Br)c1
  0%, 24%, nt, -4%, 3%, 2%, -4%, 0%, 0%, 10%, -9
Cc1ccc(S(=O)(=O)NCCN(CCNS(=O)(=O)c2ccc(C)cc2)S(C)(=O)=O)cc1
  2%, -2%, 1%, -5%, 0%, 35%, -2%, -1%, 7%, 2%, -11
COc1ccc(S(=O)(=O)N2CCCCC2)cc1N(C)S(=O)(=O)c1ccccc1
  1%, 0%, 14%, 14%, -13%, ?, -12%, -1%, -8%, -1%, -6
Cc1nn(C(=O)CCC(=O)NCc2ccccc2Cl)c2ccccc12
  -2%, nt, nt, 15%, 5%, 0%, -5%, 1%, 1%, -6%, -2
O=C(OCCN1CCCCC1)c1ccccc1Cl
  4%, -2%, 6%, 21%, -1%, -10%, -1%, ?, 4%, -9%, 27
O=C(Nc1cccc(C(=O)Nc2ccc(Br)cc2)c1)c1ccccc1
  ?, 1%, ?, nt, 90%, ?, ?, ?, 1%, ?, 7
CCOc1ccc(Oc2cc(NC(=O)c3ccco3)cc([N+](=O)[O-])c2)cc1
  -1%, 1%, ?, 2%, -39%, ?, -8%, 2%, ?, 3%, 1
O=C(c1ccccc1Cl)N1N=C(c2cccs2)CC1c1cccc(O)c1 (configuration not stated)
  -4%, nt, nt, -7%, -17%, 5%, 1%, -2%, 0%, 3%, -10
CC(C)NC(=O)Cn1cc(C(=O)C2CC2)c2ccccc21
  -1%, 0%, 3%, -2%, 10%, 5%, -1%, 2%, 5%, 0%, 3
O=C(Nc1ccc(Cn2cccn2)cc1)c1ccc(COc2ccccc2Br)cc1
  9%, -1%, ?, 8%, 9%, ?, -6%, 17µM*, ?, -5%, 9
O=C(Cn1cnc2ccccc2c1=O)NCCC(=O)N1CCN(Cc2ccccc2)CC1
  0%, -1%, 3%, 0%, 1%, -2%, 0%, 9%, -5%, -6%, 16
CC(C)CC(NC(=O)OC(C)(C)C)C(=O)NCc1ccccc1 (configuration not stated)
  -4%, -1%, -8%, -4%, -16%, 35%, 1%, 2%, 1%, 11%, 6
Cn1cccc1/C=N\NC(=O)C1COc2ccccc2O1 (configuration not stated)
  -2%, nt, 2%, 10%, 0%, -33%, 5%, -13%, 9%, 0%, -11
CC1CCCCC1NC(=O)CN1C(=O)c2ccccc2S1(=O)=O (configuration not stated)
  0%, -3%, nt, 0%, 0%, -13%, 9%, 1%, 22%, 3%, -7
Nn1c(SCC(=O)NC2CCCC2)nnc1-c1ccccc1F
  -2%, 1%, 3%, 14%, -16%, -9%, -5%, 4%, -7%, 2%, 10
CNC(=O)c1c(NC(=O)c2ccc(S(=O)(=O)N3CCCCC3)cc2)sc2c1CCN(C(C)C)C2
  0%, 0%, -8%, 19%, -22%, 16%, 0%, 0%, -4%, -2%, 0
O=C(Nc1ccc(Cl)cc1)N1CCSC1=NCc1ccccc1
  -1%, -3%, nt, 1%, 43%, 14%, 7%, ?, -2%, 11%, -6
CCOC(=O)c1c(CCl)nc2ccccc2c1-c1ccccc1
  -1%, -5%, nt, 4%, -43%, -16%, -6%, 4%, -1%, -4%, -3
COc1ccc(-c2nnc(SC(C)C(=O)NCc3ccc4c(c3)OCO4)n2Cc2ccco2)cc1 (configuration not stated)
  2%, -2%, -13%, -3%, -22%, 23%, -4%, 3%, 2%, 3%, -10

Overlap with the part before: 2 compounds, followed by the next part.
Order of results – NPC1 promoter act, PKM2 act, Menin-MLL TR inh, p53 reactivator, BRCA1 expr act, RORgamma inh, ELG1 genotoxic, FLuc counter, Gal4-VP16 FLuc, Rab9 promoter act, Giardia kill
CCOC(=O)c1c(CCl)nc2ccccc2c1-c1ccccc1
  -1%, -5%, nt, 4%, -43%, -16%, -6%, 4%, -1%, -4%, -3
COc1ccc(-c2nnc(SC(C)C(=O)NCc3ccc4c(c3)OCO4)n2Cc2ccco2)cc1 (configuration not stated)
  2%, -2%, -13%, -3%, -22%, 23%, -4%, 3%, 2%, 3%, -10
CCCn1c(=N)n(CC(O)c2ccc(C)cc2)c2ccccc21 (configuration not stated)
  -5%, -3%, nt, -2%, -59%, 6%, -9%, 2%, 0%, -16%, -22
C(=N\Nc1nc2ccccc2[nH]1)/c1c[nH]c2ccccc12
  ?, 0%, ?, 25µM*, -9%, 3.5µM*, ?, 7.6µM*, 10µM*, ?, 7
COc1cc(/C=N/NC(=O)c2ccncc2)cc(OC)c1OC
  2%, -2%, 8%, nt, 0%, -4%, 0%, 3%, 1%, 0%, 5
O=C(Nc1ncccc1O)c1c(O)c2ccccc2[nH]c1=O
  2%, -1%, nt, 4%, -39%, -1%, 0%, -16%, -1%, 2%, 4
CCN(C(=S)Nc1ccccc1F)C1CCCCC1
  0%, 1%, 5%, 1%, -30%, 13µM*, -2%, 3%, 3%, -2%, -24
CC(=O)c1sc(C(C)(C)C)cc1NC(=O)/C=C/C(=O)O
  -3%, 3%, nt, 7%, -45%, -35%, 2%, 0%, 16%, -4%, -17

Filtered by structure, the entries above containing a COOH group.
Order of results – NPC1 promoter act, PKM2 act, Menin-MLL TR inh, p53 reactivator, BRCA1 expr act, RORgamma inh, ELG1 genotoxic, FLuc counter, Gal4-VP16 FLuc, Rab9 promoter act, Giardia kill
CCOC(=O)C1=C(C)N(CCCC(=O)O)C(=O)NC1c1ccc(Cl)cc1Cl (configuration not stated)
  3%, 2%, 4%, nt, 5%, -8%, 3%, -2%, 5%, 4%, 14
CC(=O)c1sc(C(C)(C)C)cc1NC(=O)/C=C/C(=O)O
  -3%, 3%, nt, 7%, -45%, -35%, 2%, 0%, 16%, -4%, -17

Compound activity as filed in PubChem BioAssay.
